Compound activity deposited in PubChem BioAssay by National Center for Advancing Translational Sciences (NCATS).
Pol beta inh: qHTS Assay for Inhibitors of DNA Polymerase Beta; AID 485314, 2010; hit rate 1.3% among 340,000; Pol beta primer extension/strand displacement, fluorescence kinetic; Potency, µM (highest dose often 114 µM), without a hit: at the top dose activity change, negative = inhibition, actives largely listed as inhibitors; note: potency is the fitted concentration of half-maximal effect; % is set by controls: 0 for no effect and ±100 for the full control effect
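Values derive from four-parameter Hill fits of normalized kinetic data: reads at 0 and 10 min following addition of 50 nM substrate to 10 nM Pol beta preincubated 15 min with compound.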
Pol kappa inh: qHTS for Inhibitors of Polymerase Kappa. DNA polymerase kappa (Homo sapiens), Q9UBT6. Potency, µM (highest dose often 107 µM), inactives show at the highest dose activity, negative = inhibition, hits mostly inhibitors. hit rate 0.53% among 400,000. purified Pol kappa, fluorescent DNA synthesis assay, 10 min; note: potency is the fitted concentration of half-maximal effect; % is set by controls: 0 for no effect and ±100 for the full control effect
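Kinetic fluorescence readout at 0 and 10 min followed reaction start with substrate at 50 nM final. Beforehand, enzyme (10 nM Pol kappa) stood 15 min with compound at room temperature; buffer-only wells were negative controls.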
Anesthetic bind: qHTS Assay for Identification of Novel General Anesthetics; hit rate 0.074% among 350,000; Ferritin light chain (Equus caballus), P02791; Potency, µM (highest dose often 77.5 µM), for inactives: top-dose activity change, negative = displacement, hits mostly inhibitors; apoferritin/1-aminoanthracene competitive binding, fluorescence; note: potency is the fitted concentration of half-maximal effect; % is set by controls: 0 for no effect and ±100 for the full control effect; nearly all actives have a fitted effect of over 20% in size
Target sequence (P02791 2-175 limits assumed): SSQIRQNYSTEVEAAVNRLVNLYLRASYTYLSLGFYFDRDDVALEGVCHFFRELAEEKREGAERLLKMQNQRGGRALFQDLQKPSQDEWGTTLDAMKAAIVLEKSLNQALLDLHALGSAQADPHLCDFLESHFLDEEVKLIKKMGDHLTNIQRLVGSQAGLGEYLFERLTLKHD
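10 uM apoferritin + 50% sat. 1-AMA, PBS; cpd 10 min RT; Ex380/Em535 endpoint; normalized to free probe vs complex; 4-param Hill fit; propofol titration as pos. ctrl.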
ALOX12 inh: Primary qHTS assay for inhibitors of human arachidonate 12S-lipoxygenase (ALOX12): Round 2. Potency, µM (doses to about 108 µM), inactives show top-dose activity change, negative = inhibition, hits mostly inhibitors. purified 12hLO, xylenol orange hydroperoxide absorbance. hit rate 1.1% among 580,000. Polyunsaturated fatty acid lipoxygenase ALOX12 (Homo sapiens), P18054; note: potency is the fitted concentration of half-maximal effect; % is set by controls: 0 for no effect and ±100 for the full control effect
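Hydroperoxide product was detected by ferrous iron/xylenol orange as the 573 to 405 nm absorbance ratio. Arachidonic acid at 40 uM (final) was turned over for 30 min at room temperature by 150 nM human 12hLO, pH 7.0 Hepes buffer, after 15 min compound preincubation.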
POLH inh: qHTS for Inhibitors of Polymerase Eta | DNA polymerase eta (Homo sapiens), Q9Y253 | hit rate 1.2% among 390,000 | AID 588591, 2011 | recombinant Pol eta, fluorescent DNA replication assay | Potency, µM (doses to about 114 µM), for the others: at the highest dose activity change, negative = inhibition, hits mostly inhibitors; note: potency is the fitted concentration of half-maximal effect; % is set by controls: 0 for no effect and ±100 for the full control effect
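Fluorescent replication assay: 50 nM final substrate added after a 15 min room-temperature compound preincubation with 10 nM enzyme. Signal taken at 0 min and again at 10 min.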
ERG-DNA inh: qHTS for Small Molecule Inhibitors of the ERG Ets/DNA interaction | Transcriptional regulator ERG (Homo sapiens), P11308 | fluorescence polarization, His-ERG Ets domain / labelled DNA | Potency, µM (series often up to 76.9 µM), inactives show top-dose FP activity, negative = inhibition, most hits filed as inhibitors | hit rate 0.028% among 370,000; active = well fitted inhibition curve with a large enough effect in the polarisation, with a control signal flat; inconclusive = small, poorly fitted or top-dose-only effect, or effect the other way, or a change in a side signal; inactive = no such curve, though single readings can be large or run the other way; the % refers to the polarisation;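 note: polarization taken with two DNA probes labelled with fluorescein and Texas red; potency is the fitted concentration of half-maximal effect; % of control where 0% means no effect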
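His-tagged ERG Ets domain (1 uM in the protein solution; 300mM KCl, 50mM Tris-HCl, 1mM EDTA, 1mM DTT, pH 7.5) received compound, then a probe mix of 5 nM fluorescein-DNA and 100nM Texas-615-DNA. Fluorescence polarization was read for both dyes.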
APEX1 inh: qHTS Assay for Inhibitors of the Human Apurinic/apyrimidinic Endonuclease 1 (APE1) | DNA repair nuclease/redox regulator APEX1 (Homo sapiens), P27695 | recombinant APE1, TAMRA/BHQ-2 abasic DNA cleavage fluorescence | Potency, µM (series often up to 65.8 µM), inactives show at the highest dose activity change, negative = inhibition, usual class: inhibitors | hit rate 0.35% among 350,000 | AID 2517, 2012;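 note: potency is the fitted concentration of half-maximal effect; plate controls were vehicle for no effect and reference inhibitor for full effect; nearly all actives have a fitted effect of over 55% in size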
Target sequence (P27695 whole entry, looked up): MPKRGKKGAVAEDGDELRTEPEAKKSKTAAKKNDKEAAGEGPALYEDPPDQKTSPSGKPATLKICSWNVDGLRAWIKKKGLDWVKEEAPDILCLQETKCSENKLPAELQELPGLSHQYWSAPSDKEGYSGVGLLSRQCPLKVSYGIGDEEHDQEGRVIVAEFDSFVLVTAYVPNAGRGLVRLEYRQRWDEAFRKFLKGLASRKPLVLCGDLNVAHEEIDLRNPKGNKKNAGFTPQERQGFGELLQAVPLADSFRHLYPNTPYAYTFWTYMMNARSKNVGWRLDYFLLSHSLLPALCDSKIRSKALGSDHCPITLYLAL
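APE1 at 0.75 nM final was preincubated with compound 15 min at room temperature, then 50 nM double-stranded THF abasic-site substrate (5'-TAMRA/3'-BHQ-2) was added. Fluorescence (ex 525/em 598 nm) was read kinetically; third-minus-first read gave activity.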
RGS4 inh: Inhibitors of Regulator of G Protein Signaling (RGS) 4: qHTS; Regulator of G-protein signaling 4 (Homo sapiens), P49798; Transcreener GDP fluorescence polarization, RGS4-accelerated GTP hydrolysis; AID 504845, 2011; Potency, µM (titrated, usually from 114 µM), for the others: at the highest dose activity change, negative = inhibition, usual class: inhibitors; hit rate 0.039% among 390,000; note: potency is the fitted concentration of half-maximal effect; % is set by controls: 0 for no effect and ±100 for the full control effect; nearly all actives have a fitted effect of over 75% in size; some results filed as inactive show a strong effect at the top dose
Target sequence (P49798 whole entry, looked up): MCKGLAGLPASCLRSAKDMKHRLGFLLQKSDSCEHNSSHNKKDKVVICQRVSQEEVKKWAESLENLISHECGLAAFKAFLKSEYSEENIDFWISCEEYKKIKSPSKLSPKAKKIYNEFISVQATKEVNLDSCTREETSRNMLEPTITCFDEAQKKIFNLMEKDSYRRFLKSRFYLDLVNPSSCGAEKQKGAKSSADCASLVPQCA
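MLSMR compounds (23 nl, pin-transferred) preincubated 10 min at room temperature with a 500nM (2x) first reagent, then RGS4 at 900nM (2x) plus Transcreener GDP mix added; fluorescence polarization (620/688 nm) read before and after 90 min at 30 °C.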
LDHA block: qHTS assay for inhibitors of human lactate dehydrogenase | L-lactate dehydrogenase A chain (Homo sapiens), P00338 | purified LDHA, NADH/diaphorase-resazurin fluorescence; stronger effect = lower value | activity change, % (values are at about 110 or 230 µM) | hit rate 0.15% among 480,000 | AID 1347041, 2019; in the data active = activity change below about -30%; inconclusive = mostly about -25% to -30%;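 note: plate controls were DMSO wells for no effect and wells without enzyme for full effect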
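Human LDH5 (2 nM) was incubated with 0.06 mM NADH and 0.2 mM pyruvate for 5 min at room temperature in Tris pH 7.4. Remaining NADH was coupled through diaphorase/resazurin, and resorufin fluorescence was read at 0 and 20 min.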
The depositor's hits bear a star; ? = inconclusive; / = not tested or not shown; & = joins results of further samples; ! = repeats disagree; [ ] = remark or other dose. Unless noted, calls come from the whole dose curve; as a rule, active = well fitted curve in the direction sought with a large enough effect; inconclusive = small, poorly fitted or top-dose-only effect, or another doubt; inactive = no such curve, though single readings can be large; an effect the other way counts as inactive or inconclusive.

SMILES	Pol beta inh	Pol kappa inh	Anesthetic bind	ALOX12 inh	POLH inh	ERG-DNA inh	APEX1 inh	RGS4 inh	LDHA block
COc1ccc(C2NN=C(c3ccc(C)cc3)S2)cc1OC (centres undefined)	6%	-7%	-5%	-14%	-23%	1%	21%	-12%	-5
Cc1nc2ccccc2n1CC(=O)NC1CCCC1	2%	-1%	-4%	-1%	-19%	15%	-8%	-18%	-9
COc1cccc(Oc2nc3c(c(=O)n(Cc4ccccc4F)c(=O)n3C)n2C)c1	-2%	-8%	-23%	-22%	-24%	1%	/	3%	-5
COc1cc(C)cc2c1OC(c1ccccc1)CC2=O (centres undefined)	/	-12%	/	5%	-9%	-8%	/	-10%	-2
Cc1ccc(S(=O)(=O)CC(=O)Nc2nnc(C(C)C)s2)cc1	1%	-16%	1%	1%	-7%	-2%	75%[activator]	11%	-3
Cc1ccc(S(=O)(=O)N(CC(=O)NN=C2CCN(C)CC2)c2ccc(F)cc2)cc1	24%	-4%	-9%	10%	-17%	-3%	2%	19%	-7
CCc1ccc(/C=C2\SC(N3CCOCC3)=NC2=O)cc1	28%	-5%	-15%	-15%	-19%	-5%	13%	-32%	-10
COc1ccc2c(c1)c1nc3ccccc3nc1n2CCCN1C(=O)c2ccccc2C1=O	-8%	-16%	-1%	-19%	-12%	-5%	-2%	-15%	-2
Cc1ccc(C(=O)NCC(=O)N2CCCC(C(F)(F)F)C2)s1 (centres undefined)	/	-17%	/	?	-3%	5%	1%	-14%	-3
CCOC(=O)C1(Cc2ccccc2)CCN(Cc2nccn2CC)CC1	-26%	5%	-5%	15%	-21%	7%	-6%	-31%	1
CCc1n[nH]c2c1C(=O)CC(C)(C)C2	-4%	2%	0%	23%	-16%	-5%	-7%	-4%	-1
O=C(NNC(=O)C1CC(=O)N(Cc2ccccc2)C1)c1ccc(F)cc1 (centres undefined)	/	-3%	/	11%	-19%	4%	7%	6%	-3
Cc1ccc(S(=O)(=O)N2CCN(C(=O)CCCOc3cccc(C)c3)CC2)cc1	/	4%	/	-8%	-11%	1%	41%	-2%	-2
CCn1cc(S(=O)(=O)NC2CCCCC2)cn1	35%	-3%	-10%	3%	-2%	4%	15%	-5%	-17
O=C1C=C(O)CC(c2cccs2)C1 (centres undefined)	28µM*	-39%	-2%	?	-28%	-9%	2%	5%	-8
NC(N)=NCCCCN=C(N)N	-13%[57.1 µM]	7%[60.1 µM]	-8%	4%&-7%&1%	-3%[57.1 µM]	/	5%	8%[56.9 µM]	/
NC(=S)N/N=C1\CC(n2nnnc2-c2ccccc2Cl)C2COC1O2 (centres undefined)	5%	8%	-7%	?	-8%	-22%	0%	-30%	-7
CCN1C(=O)N(C)C(N(O)C(=O)NC)C1(C)C (centres undefined)	29%	-12%	-9%	-11%	-16%	-4%	-4%	40%	-13
CCOC(=O)CN1NC2(CCCCCCC2)NC1=S	1%	-3%	-5%	0%	-17%	9%	0%	?	-2
CC(=O)c1c(C)n(-c2ccccc2Br)c2ccc(O)cc12	-28%	7%	-13%	/	-15%	7%	-10%	-16%	1
Cc1ccc(S(=O)(=O)NCCSc2nncn2C)cc1	7%	-6%	3%	-2%	-10%	-3%	24%	-12%	-2
Clc1ccc(C2=Nc3cc(Cl)ccc3OC2)cc1	-21%	-3%	-13%	-3%	0%	-9%	6%	-17%	0
Cc1cc(N2CCN(c3ccccc3)CC2)n2nnnc2n1	16%	-19%	-10%	9%	-22%	2%	3%	8%	7
COc1ccc(OC)c(Nc2nc(N)c([N+](=O)[O-])c(NCc3ccccc3)n2)c1	-12%	8%	12%	285%[activator]	-10%	4%	17%	-7%	-2
CCCCCCN(C(=O)CCCCCN1C(=O)NC(c2ccc(C3CCCCC3)cc2)C(C(=O)OCc2ccccc2)=C1C)C(C(=O)NCCCC)c1ccc(OCC(=O)OC)c(C(=O)OC)c1 (centres undefined)	-1%	/	4%&1%	-17%	/	/	0.45µM*!	/	/
Cc1ccc(/C=N/NC(=O)c2ccc3ccccc3c2)s1	-14%	-27%	-6%	15%	?	5%	15%	26%	-6
O=C(COc1ccccc1)Nc1c(Cl)ccc2nsnc12	30%&24%	-11%&-4%	6%&-16%	1%&-4%	-9%&-6%	-7%&1%	4%	1%&10%	-3&-21
Cc1ccccc1-c1nc2cc(NC(=O)C3CC3)ccc2o1	-19%	1%	-12%	10%	-9%	5%	10%	9%	-7
C=C(C)CN(CC)C(=O)CC1C(=O)NCCN1C (centres undefined)	0%	-4%	-10%	5%	-19%	1%	2%	14%	-6
O=[N+]([O-])c1ccc(N2CCN(S(=O)(=O)c3ccc(Cl)cc3)CC2)cc1NCC1CCCO1 (centres undefined)	0%	-12%	-3%	6%	-9%	2%	1%	32%	-13
CC(NC(=O)C(=O)N1CCCCC1)C(c1cccs1)N1CCN(Cc2ccccc2)CC1 (centres undefined)	36%	-5%	-6%	-1%	9%	-8%	-3%	29%	-13
O=C(O)CCc1ccc(-c2cccs2)n1CC(=O)Nc1ccccc1C(F)(F)F	5%&-1%	1%&8%	-9%&-5%	-15%&-12%	-1%&-12%	-7%&-6%	-6%	-21%&-5%	-4&-3
CN(C)c1ccc(CNC(=O)C2CCN(S(=O)(=O)c3ccc4c(c3)oc(=O)n4C)CC2)cc1	?	7%&-3%	-7%&-1%	4%&-17%	4%&2%	3%&-10%	-16%	18%&9%	-2&4
CCc1ccc(NC(=O)C2CCN(S(C)(=O)=O)CC2)cc1	0%	-5%	3%	23%	-9%	/	1%	-2%	-9
CC(C)NC(=O)CSc1nccc(-c2cccs2)n1	13%	-4%	1%	151%[activator]	0%	14%	15%	41%	-1
CN(C)S(=O)(=O)Oc1ccsc1C(=O)Nc1ccc(Br)cc1	-9%	-1%	-19%	-9%	?	-2%	-10%	1%	-3
O=C(Nc1c(C(=O)N2CCCCC2)cnn1-c1ccccc1)c1ccccc1F	5%	-6%	-4%	0%	2%	4%	3%	2%	1
COc1cc(-c2nnc(Sc3ccc(C(F)(F)F)cc3[N+](=O)[O-])o2)cc(OC)c1OC	13%	-9%	-10%	25%	6%	-5%	-5%	7%	-8
O=C(NCC(=O)N(c1cccnc1)C(C(=O)NC1CCCC1)c1ccco1)c1cccs1 (centres undefined)	46%	12%	-7%	28%	-3%	2%	-8%	-17%	-4
COC(=O)[C@]1(C)CCC[C@@]2(C)C3CC[C@@]4(C)C[C@]3(CCC21)CC(=O)N4 (some centres undefined)	/	1%	/	5%	-10%	-18%	1%	20%	-7
COc1cccc(CN(C)C(=O)CN2C(=O)NC3(CCCc4ccccc43)C2=O)c1 (centres undefined)	/	-11%	/	369%[activator]	-18%	11%[15.4 µM]	-8%	-12%	-14
Cc1cc(C(=O)O)ccc1N/C=C1\CCCC(C)C1=O (centres undefined)	3%	-21%	-17%	5%	3%	-3%	-5%	-9%	-6
O=C(C1CCCN(S(=O)(=O)c2cccs2)C1)N1CCN(C2CCCCC2)CC1 (centres undefined)	-20%	-12%	-6%	?	-4%	-9%	-2%	-18%	-5
CCCCCc1c(O)nc(SCCN2CCOCC2)[nH]c1=O	1%	3%	-5%	6%	-5%	-7%	0%	-9%	4
COc1ccc(/C=N/NC(=O)c2sc(C)nc2C)cc1	-19%	1%	-9%	13%	0%	2%	-1%	22%	-5
O=C(/C=C/c1cccc([N+](=O)[O-])c1)NCc1cccnc1	32%	-3%	-8%	?	2%	6%	-2%	-4%[11.4 µM]	1
COc1ccc(NS(=O)(=O)c2cccc(C(=O)NNC(=O)CNC(=O)c3ccco3)c2)cc1	-7%	-4%	-12%	415%[activator]	-1%	2%	33%	-2%	-1
C#CCOCCOCCOCCNc1nc(N2CCN(C(=O)CCCCCCCCCCNC(=O)Cn3cc(C[C@@H](C)O)nn3)CC2)nc(N2CCN(C(=O)CCCCCCCCCCNC(=O)[C@H](CCCCN)n3cc(C[C@@H](C)CC)nn3)CC2)n1	/	-2%	/	/	?	0%	17%	?	1
O=C(Nc1ccc(C(=O)NC2CCCCC2)cc1)c1cncc(Br)c1	10%	-16%	-1%	-4%	-2%	-3%	11%	18%	-2
COCCN1C(=O)N[C@@H](CCc2ccccc2)[C@@H](C(=O)OC)[C@H]1C	/	8%	/	?	-10%	-8%	-2%[12.4 µM]	-1%	-1
CC(C)Oc1ccc(C(=O)OCC(=O)N2CCCc3ccccc32)cc1	/	-6%	/	-6%	-14%	-2%	18%	-2%	1
c1ccc(-c2cc3ccccc3nc2N2CCCC2)cc1	2%	-2%	64%[activator]	0%	-16%	4%	11%	-10%	-8

An excerpt; rates above refer to the full screens.
